Source: PubChem (Fisher Drug Discovery Resource Center)
mcGAS lum: cyclic GMP-AMP synthase inhibitors, mouse, primary biochemical chemiluminescence; 0.15% of 160,000 active; inhibition, % at 12.5 µM; Q8C6L5; recombinant cGAS, Kinase-Glo ATP depletion luminescence;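 further: 0% = negative control wells and 100% = reference inhibitor with no enzyme activity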
hcGAS lum: Primary biochemical luminescence assay for human cyclic GMP-AMP synthase inhibitors; inhibition, % at 12.5 µM; Q8N884; recombinant h-cGAS, ATP depletion, Kinase-Glo luminescence; 0.081% of 290,000 active;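 further: 0% = vehicle reaction and 100% = reaction without DNA for no activity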
Target sequence (Q8N884 whole entry, looked up): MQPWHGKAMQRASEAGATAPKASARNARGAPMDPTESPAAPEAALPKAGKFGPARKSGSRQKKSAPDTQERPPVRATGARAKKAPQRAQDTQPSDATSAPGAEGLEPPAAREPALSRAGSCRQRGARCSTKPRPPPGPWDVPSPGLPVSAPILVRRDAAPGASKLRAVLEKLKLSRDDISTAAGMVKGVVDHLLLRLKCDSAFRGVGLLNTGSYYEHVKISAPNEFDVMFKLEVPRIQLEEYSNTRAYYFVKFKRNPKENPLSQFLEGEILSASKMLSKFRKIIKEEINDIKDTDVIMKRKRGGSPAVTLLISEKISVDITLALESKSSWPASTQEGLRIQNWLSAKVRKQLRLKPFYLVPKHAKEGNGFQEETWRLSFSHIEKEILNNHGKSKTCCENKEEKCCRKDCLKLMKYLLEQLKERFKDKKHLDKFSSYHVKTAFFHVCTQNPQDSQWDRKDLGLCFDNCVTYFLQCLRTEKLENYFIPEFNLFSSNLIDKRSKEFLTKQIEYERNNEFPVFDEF
NPYLR7 agonist: agonists of mosquito NPYLR7 receptor, primary screen, cell-based, Aedes aegypti, calcium fluorescence, mosquito biting behavior. Aedes aegypti neuropeptide Y-like receptor 7 (NPYLR7). HEK293T NPYLR7/Galpha15, GCaMP6s calcium fluorescence. activation, % at 10 µM. 0.15% of 270,000 active. AID 1259423, 2018; in the data active means activation above about 40%;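 further: 0% = vehicle and 100% = reference agonist at the receptor; some compounds past the cut are filed as inactive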
Active calls of the source: *; x = not tested or not shown; & = joins results of further samples. Unless noted, no stated cut-off is given here; in the data, active means inhibition above about 40%; inactive means the rest. Compounds as they come, and some 0.26% of all compounds hit somewhere here.

Order of results: mcGAS lum	hcGAS lum	NPYLR7 agonist
- COCC(O)CNc1ccc(-n2nc(OC)nc2-c2ccc(C)cc2)cc1 (stereo not drawn)
  -3	-2	-3
- O=C(O)CCNC(=O)c1ccc([N+](=O)[O-])o1
  x	-3	3
- Cc1ccc(-n2c(=O)c3ccccc3n(CC(=O)NCc3ccco3)c2=O)cc1C
  -3	-2	27
- Cc1ccccc1N1CCN(C2CCCN(C(=O)CC3=CCCCC3)C2)CC1 (stereo not drawn)
  0	3	-6
- Cc1cc(C)cc(NC(=O)CSc2nc(=O)n3cc(Cl)ccc3n2)c1
  x	-13	2
- CN(Cc1ccc(C(C)(C)C)cc1)Cc1cccc2ccccc12
  -9	-6	0
- CCN1CCN(c2c(CN(C3CC3)S(=O)(=O)c3c(C)cc(C)cc3C)c(C)nn2-c2cccc(F)c2)CC1
  -9	-1	17
- Cc1cc(C)c2nc(SCCC#N)nc(C)c2c1
  x	-15	0
- Cc1cc(C)cc(-n2ccn3c(C(C)C)nnc3c2=O)c1
  -6	-3	-2
- COc1cc(CSc2nc(=O)n3cc(C)ccc3n2)cc(OC)c1
  -5	-3	10
- CCOc1ccc(NC(=O)Cn2cc(-c3ccccc3)c3ncn(CCOC)c(=O)c32)cc1
  x	-6	3
- CCOCCCNC(=O)c1cc(NC(=O)c2ccc([N+](=O)[O-])cc2Cl)ccc1N1CCN(c2ccccc2OC)CC1
  -4	-7	13
- Clc1ccc(OCCOCCOc2ccc(Cl)cc2)cc1
  -3	1	1
- CCN(CC(=O)N1N=C(c2cccc(OC)c2)CC1c1ccc(Cl)cc1)C1CCCCC1 (stereo not drawn)
  -5	-3	19
- O=C(Nc1ccc2c(c1)OCO2)C(C1CCCC1)N1CCN(C(=O)c2ccc(F)cc2F)CC1 (stereo not drawn)
  0	-1	-6

Other records.
Order of results: mcGAS lum	hcGAS lum	NPYLR7 agonist
- O=S(=O)(CCC1CCCO1)NCCc1ccccc1Cl (stereo not drawn)
  x	-13	-1
- CNC(=O)CN(C(=O)CC1CCCC1)[C@H]1C[C@H]2CCOC[C@H]2C1
  -9	-6	2
- CC1CCc2c(sc3nc(CN(Cc4ccccc4)CC(O)COCc4ccccc4)[nH]c(=O)c23)C1 (stereo not drawn)
  -2	-1	-8
- CCN(CC)c1ccc2cc(-c3nnc(-c4ccc(C)cc4)o3)c(=O)oc2c1
  -2	1	-2
- O=C1C2CC=CCC2C(=O)N1c1ccc(F)cc1Cl (stereo not drawn)
  -2	2	-12
- O=C(c1cc(Cl)c2c(c1)OCCCO2)N1CCN(S(=O)(=O)c2ccccc2)CC1
  x	0	2
- Cc1ccc2nc(CC#N)[nH]c(=O)c2c1
  x	3	3
- COc1ccc(F)c(-c2cncc(C(=O)N3CCCCC3)n2)c1
  -20	-8	0
- N#CC(=Cc1ccccc1)S(=O)(=O)c1cc(Br)ccc1Br
  x	2	-2
- CN(Cc1ccccc1)C(=O)c1cc2c(c(S(N)(=O)=O)c1)CCC2
  x	-5&8	-2&-25
- O=C(Nc1ccc(N2CCC(NC(c3ccncc3)c3ccc(Cl)cc3)CC2)cc1)C1CCCC1 (stereo not drawn)
  -12	-6	19
- O=C(Nc1ccccn1)C1CCN(c2cccc(C(F)(F)F)n2)CC1
  x	-11	3
- O=C(CC1CCCCC1)NCCOc1ccc(-c2ccc(F)cc2)nn1
  -5	-5	-1
- CCc1ccccc1NC(=O)Cn1[nH]c(=O)c2ccccc2c1=O
  x	-16	-2
- CCOC(=O)C1CCCN(C(=O)CC(c2ccc(Cl)cc2)c2cn(C)c3ccccc23)C1 (stereo not drawn)
  -8	-5	1

Following part
Order of results: mcGAS lum	hcGAS lum	NPYLR7 agonist
- COC(=O)[C@@H]1C[C@H](NS(=O)(=O)c2c(C)cc(OC)c(C)c2C)CN1C
  x	-3	-7
- CCc1nc2ccc(C(=O)Nc3cc(-c4ccccc4)ccc3OC)cn2c1N(C)C(=O)Nc1ccccc1OC
  0	0	15
- CN(C)c1cnn(CC23CC4CC(CC(C4)C2)C3)c(=O)c1
  -1	-2	x
- O=C(NC(c1ccc(F)cc1)c1ccc2ccccc2n1)C1CCN(C(=O)N2CCCC2)CC1 (stereo not drawn)
  -3	-2	-6
- CN1CCNC(=O)C12CCN(Cc1cc(C(C)(C)C)ccc1O)CC2
  -18	-5	x
- O=C1CC[C@@H](C(=O)N2CSC[C@H]2C(=O)O)N1
  x	1&-2	-14&-3
- CCc1ccc(C(=O)NCCNc2cc(-n3cccn3)ncn2)cc1
  -5	-1	-6
- O=S(=O)(c1cc(F)cc(F)c1)N1CCN(C(c2ccccc2)c2ccc(F)cc2)CC1 (stereo not drawn)
  -6	-5	3
- C=CCNC(=S)Nc1cccc(NC(=S)NCC=C)c1
  x	-7	-4
- C=CCCOC(=O)N1CCC2(CC1)[C@@H](C(=O)OCC)[C@@H](O)C(=O)N2C(C)C
  -6	-3	3
- CC(N(C)S(=O)(=O)c1ccc(F)c(F)c1)C(C)(C)C (stereo not drawn)
  x	-5	-2
- COc1ccc(C2c3cccn3-c3ccccc3N2C(=O)CN(C(=O)c2ccco2)C2CC2)cc1 (stereo not drawn)
  -3	-3	x
- CCn1nnc2c(SCC(=O)N(C)c3ccccc3)ncnc21
  x	-1	0
- N#Cc1ccc(CON=C(N)c2ccccc2)cc1
  x	-26	-10
- COc1ccc(CCN(C)C2CCCN(C(=O)c3ocnc3C)C2)cc1OC (stereo not drawn)
  x	-9	3

Carrying on.
compound	mcGAS lum	hcGAS lum	NPYLR7 agonist
Cc1cc(C(C)(C)C)cc(C)c1CCNC(=O)c1ccc(C(F)(F)F)[nH]c1=O	x	-8	7
CCOC(=O)C1=C(O)/C(=C\c2ccc(OC)cc2O)SC1=Nc1ccccc1C	-3	-3	8
Cc1cccc(CSc2nnc(C(Cc3ccccc3)NC(=O)C(C)(C)CCl)n2-c2cc(Cl)ccc2C)c1 (stereo not drawn)	-5	-4	18
Cc1ncc(CN(C)C(=O)Nc2ccccc2N2CCCCCC2)s1	x	-11	-21
Cc1ccc(CN(CCC(=O)N2CCOCC2)CCc2ccccc2)s1	x	-7	7
COc1ccc(N2CCCn3c2nc2c3c(=O)n(CCC(C)C)c(=O)n2C)c(OC)c1	x	-2	2
Fc1ccc(Cn2ccnc2CNC2CCCCC2)cc1F	-5	-4	0
CS(=O)(=O)c1cccc(NC(=O)CCc2cccs2)c1	-6	-10	16

Next results follow:
compound	mcGAS lum	hcGAS lum	NPYLR7 agonist
O=C(NCCc1ccccc1Cl)N1CCC(OCC2CC2)CC1	x	-10	6
COc1cc(/C=C2/C(=O)N(c3ccc(C(=O)O)cc3)N=C2C)c([N+](=O)[O-])cc1OC	-1	-7	-2
COCCN(Cc1c(-c2ccccc2)noc1N1CCCCC1C)C(=O)c1ccc(OC)cc1 (stereo not drawn)	-7	-5	15
CC1=NN(Cc2ccccc2)c2nc3c(c(=O)n(CCc4ccccc4)c(=O)n3C)n2C1	-4	-3	0
CC(=O)c1ccc2c(c1)N(Cc1cc(C)on1)C(=O)C(C)S2 (stereo not drawn)	x	-6	0
COCC(C)NC(=O)c1cc(-c2ccc(C)cc2)nc2c1c(C)nn2C1CCS(=O)(=O)C1 (stereo not drawn)	3	-8	1
COc1ccc(CNC(C(=O)NC(N)=O)C(C)C)cc1OC (stereo not drawn)	1	0	-6
O=C(Nc1ccc(N2CCC(Cc3ccccc3)CC2)c(C(=O)NCC2CCCO2)c1)c1ccc(Br)cc1 (stereo not drawn)	-5	-4	0

Quoted at random: 6 compounds from above.
compound	mcGAS lum	hcGAS lum	NPYLR7 agonist
COc1cc(/C=C2/C(=O)N(c3ccc(C(=O)O)cc3)N=C2C)c([N+](=O)[O-])cc1OC	-1	-7	-2
O=C(NCCc1ccccc1Cl)N1CCC(OCC2CC2)CC1	x	-10	6
COCC(C)NC(=O)c1cc(-c2ccc(C)cc2)nc2c1c(C)nn2C1CCS(=O)(=O)C1 (stereo not drawn)	3	-8	1
O=C(Nc1ccc(N2CCC(Cc3ccccc3)CC2)c(C(=O)NCC2CCCO2)c1)c1ccc(Br)cc1 (stereo not drawn)	-5	-4	0
COCCN(Cc1c(-c2ccccc2)noc1N1CCCCC1C)C(=O)c1ccc(OC)cc1 (stereo not drawn)	-7	-5	15
CC(=O)c1ccc2c(c1)N(Cc1cc(C)on1)C(=O)C(C)S2 (stereo not drawn)	x	-6	0

Next records follow.
compound	mcGAS lum	hcGAS lum	NPYLR7 agonist
CCN1CCCC1C1CCCN1C(=O)c1c(C)nn(C)c1Cl (stereo not drawn)	x	3	-2
CSc1ncc(CNCc2cccc(F)c2F)c(N2CCN(c3ccc(F)cc3)CC2)n1	-5	-2	9
O=C(c1cccs1)N1CCc2[nH]nc(C(=O)N3CCCCC3)c2C1	-5	-4	x
CC(C)OCCCNC(=O)CCCn1c(=O)[nH]c2cc(Cl)ccc2c1=O	x	3	-2
NC(=O)c1c(N)c(C(=O)c2ccc(Br)cc2)n2ccccc12	-1	-3	-3
CCCCS(=O)(=O)Cc1ccc(F)cc1	-1	5	-5
CC(c1ccc(S(N)(=O)=O)cc1)N(C)C(=S)NC1CC1 (stereo not drawn)	-9	-5	0
O=C(CCCc1cccs1)N1CCC2(CCCNC2)C1 (stereo not drawn)	x	-6	4

Other results:
compound	mcGAS lum	hcGAS lum	NPYLR7 agonist
COC(=O)C[C@H]1[C@]2(C)C[C@]34OC5(C)O[C@]6(C7C(C(C)=O)C(=O)OC(c8ccoc8)[C@]7(C)CC[C@]6(O5)[C@@]13C)C(O)[C@]4(O)[C@H]2O (stereo partly drawn)	-4	-4	-13
CCn1cc(C(=O)N2CCN(c3ccc(OC)cc3)CC2)c2nn(-c3ccccc3)c(=O)c-2c1	-9	-6	4
c1ccc2oc(C3=NCCN3)cc2c1	x	-8	2
COc1cccc(CN2CCCCCCN(C)C(=O)[C@@H]3CCC[C@@H]32)n1	-6	-17	x
C=CCN(Cc1ccccc1OC)C(=O)Cc1ccncc1	-11	-6	8
CNC(=O)c1nnc2n1CCN(C(=O)c1ccc(C(C)C)cc1)C2	x	-7	6
CCc1ccc(CN2CCN(C3CCCC(C)C3)CC2)cc1 (stereo not drawn)	-4	-1	x
CC(C(=O)Nc1cccc(C#N)c1)N(C)Cc1ccco1 (stereo not drawn)	x	-17	9

The results go on:
compound	mcGAS lum	hcGAS lum	NPYLR7 agonist
CCc1cc(N(C)CCc2noc(C)n2)nc(N2CCOCC2)n1	-4	-1	-19
CC(NC(=O)CCc1nc2sc3c(c2c(=O)[nH]1)CCC3)c1ccncc1 (stereo not drawn)	x	-4	6
Cc1ccc(CSc2nnc(CCC(=O)O)c(=O)[nH]2)cc1	x	-3	12
O=C(c1ccc(F)cc1)N(CCCn1ccnc1)c1nc2c(Cl)cccc2s1	-8	-7	-14
C=CCN1CCc2cc(OC)c(OC)cc2C1CNC(=O)C1CCCC1 (stereo not drawn)	-4	-5	9
CCN(CC)c1ncccc1CNC(=O)c1ccc2oc(=O)n(C)c2c1	-18	-6	2
Cc1ccc2c(c1)C(=O)NC1(CCN(C(=O)C3CCC3)CC1)N2	-5	-4	15
CCc1nc2ccc(C(=O)Nc3ccc4c(c3)OCC(=O)N4)cn2c1N(CC)CCN(C)C	-3	-4	-8

Next compounds:
compound	mcGAS lum	hcGAS lum	NPYLR7 agonist
CSc1ccc(C=Cc2nc3cc(Cl)ccc3o2)cc1	-3	-4	17
C=CCN(C(=O)C(C)Oc1ccccc1)c1nc(C(=O)OCC)cs1 (stereo not drawn)	x	1	-1
COc1ccc(-c2cc(=O)n(CC(=O)Nc3ccccn3)cn2)cc1	x	-9	9
CC(C)(C)C(=O)C(O)C(C)(C)C (stereo not drawn)	-3	1	-4
Cc1nc(CCNC(=O)Cc2ccc(Cl)cc2Cl)cs1	x	-18	0
Cc1cccc(NC(=O)CN(C)C(=O)c2cc(=O)c3ccccc3o2)c1C	x	-17	2
O=S(=O)(c1ccc2c(c1)OCCO2)N1CCC(N2CCCCC2)CC1	-4	-10	8
COc1cccc(CNC(=O)CSc2n[nH]c(=O)c3cc(-c4ccco4)nn23)c1	-7	-6	x

The listing continues:
compound	mcGAS lum	hcGAS lum	NPYLR7 agonist
O=C(Nc1cccc(F)c1)c1ccc(CSc2nnc(-c3ccco3)n2-c2ccc(F)cc2)cc1	1	6	7
CC(C)(C)CC(Nc1nc(-c2cccnc2)nc2c1CNC2)c1cccnc1 (stereo not drawn)	-13	-7	x
CC(C)c1noc(C2CCCN(C(=O)c3cnnn3-c3ccccc3)C2)n1 (stereo not drawn)	x	1	0
CCOC(=O)C1=C(C)N(c2ccccc2)C(=O)NC1c1ccccc1F (stereo not drawn)	-2	-2	-4
CO[C@@H]1[C@@H](OC(N)=O)[C@@H](O)C(Oc2ccc3c(O)c(NC(=O)c4ccc(O)c(CC=C(C)C)c4)c(=O)oc3c2C)OC1(C)C (stereo partly drawn)	-5	-11	-1
Cc1nn(CCCC(=O)NC(C)C)c(=O)c2nccn12	0	-2	-9
C=CCN(CC(=O)N(CCc1ccc(OC)c(OC)c1)Cc1sccc1C)C(=O)c1cc(C(F)(F)F)cc(C(F)(F)F)c1	-4	-5	14
CN(CCNS(=O)(=O)c1ccc(N2CCOC2=O)cc1)C1CC1	x	-11	10
Cc1noc2nc(C3CC3)cc(C(=O)NC(C)c3cc4ccccc4o3)c12 (stereo not drawn)	-9	-4	1
Cc1nc2sccn2c1CN1CCCC(Cn2ccnc2)C1 (stereo not drawn)	-11	-6	0
COc1ccccc1N1CCN(c2ccc(NC(=O)c3ccccc3C)cc2C(=O)NCC(C)C)CC1	-4	-5	-1
